# OX1R antagonist: blocks the human orexin 1 receptor; hit rate 0.43% among 330,000; CHO/OX1R cells, Fluo-8 calcium fluorescence, orexin A; O43613; inhibition, % at 5 µM;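 active = inhibition above its plate's threshold, mean inhibition of all tested compounds on the plate plus 3 SD, cut at about 37% in these data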;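 also: 0% = orexin A challenge wells and 100% = SB-334867-A antagonist wells; not every result past the cut was called active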
# Target sequence (O43613 whole entry, looked up): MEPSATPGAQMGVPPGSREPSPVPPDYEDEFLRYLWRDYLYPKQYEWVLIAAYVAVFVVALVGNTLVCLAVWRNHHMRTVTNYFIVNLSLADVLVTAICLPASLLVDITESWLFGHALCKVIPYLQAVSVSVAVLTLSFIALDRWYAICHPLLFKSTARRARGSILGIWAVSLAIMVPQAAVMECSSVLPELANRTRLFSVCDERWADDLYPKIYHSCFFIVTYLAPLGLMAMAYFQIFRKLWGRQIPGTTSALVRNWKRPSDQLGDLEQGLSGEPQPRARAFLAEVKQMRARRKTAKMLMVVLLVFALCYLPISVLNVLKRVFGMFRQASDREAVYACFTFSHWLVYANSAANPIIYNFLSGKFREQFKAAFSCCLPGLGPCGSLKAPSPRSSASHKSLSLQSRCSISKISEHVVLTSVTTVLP
# CHT PAM: human CHT allosteric activation; B-score at 10 µM; CHT-expressing cells, membrane potential dye, choline EC20; stronger effect = higher value; LV-AA mutant CHT in HEK293 cells; hit rate 0.49% among 310,000; AID 488977;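 active = initial fluorescence not abnormally high and integrated response B-score, plate-corrected, over 3 SD above library mean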
# Target sequence (Q9GZV3 whole entry, looked up): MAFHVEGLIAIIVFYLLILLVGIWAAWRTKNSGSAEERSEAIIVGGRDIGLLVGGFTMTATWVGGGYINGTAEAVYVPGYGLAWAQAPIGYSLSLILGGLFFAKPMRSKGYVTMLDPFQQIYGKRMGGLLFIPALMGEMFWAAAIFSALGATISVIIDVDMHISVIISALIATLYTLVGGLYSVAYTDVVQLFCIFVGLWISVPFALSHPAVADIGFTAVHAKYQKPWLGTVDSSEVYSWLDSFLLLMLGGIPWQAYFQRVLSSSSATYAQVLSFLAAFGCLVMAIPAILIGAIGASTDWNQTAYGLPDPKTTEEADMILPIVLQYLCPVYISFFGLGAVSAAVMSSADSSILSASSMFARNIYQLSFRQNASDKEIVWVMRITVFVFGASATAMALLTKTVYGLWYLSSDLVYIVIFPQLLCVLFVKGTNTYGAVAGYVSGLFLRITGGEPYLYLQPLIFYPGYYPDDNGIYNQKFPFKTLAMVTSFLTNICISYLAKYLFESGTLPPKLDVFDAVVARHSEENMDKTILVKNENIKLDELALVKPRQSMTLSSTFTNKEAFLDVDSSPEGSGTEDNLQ
# Numbers without * were called inactive; i = inactive; · = not tested or not shown.
# Start of the listing, in advance (6 entries):
# Order of values: CHT PAM | OX1R antagonist
Cc1cc(/C=C(/C#N)C(=O)Nc2ccc(Cl)cc2)c(C)n1-c1cccnc1
  i | -11.0
CC(=O)Nc1ccc(NC(=O)CCc2nc3ccccc3c(=O)[nH]2)cc1
  i | -5.1
O=C(Nc1ccc([N+](=O)[O-])cc1)C1COc2ccccc2O1 (stereo not drawn)
  i | 11.3
CCCCCCCCCOC1OC(CO)C(O)C(O)C1NC(C)=O (stereo not drawn)
  i | 3.9
Cc1ccc(CC(=O)OCC(=O)c2ccc[nH]2)cc1C
  · | -25.6
COc1ccc(OC)c(Nc2ncnc3sccc23)c1
  i | -23.1

# The list itself, previewed entries included:
# Order of values: CHT PAM | OX1R antagonist
Cc1cc(/C=C(/C#N)C(=O)Nc2ccc(Cl)cc2)c(C)n1-c1cccnc1
  i | -11.0
CC(=O)Nc1ccc(NC(=O)CCc2nc3ccccc3c(=O)[nH]2)cc1
  i | -5.1
O=C(Nc1ccc([N+](=O)[O-])cc1)C1COc2ccccc2O1 (stereo not drawn)
  i | 11.3
CCCCCCCCCOC1OC(CO)C(O)C(O)C1NC(C)=O (stereo not drawn)
  i | 3.9
Cc1ccc(CC(=O)OCC(=O)c2ccc[nH]2)cc1C
  · | -25.6
COc1ccc(OC)c(Nc2ncnc3sccc23)c1
  i | -23.1
COc1ccc(OCC(=O)Nn2c(-c3ccc(OC)cc3)nc3ccccc3c2=O)cc1
  i | -25.0
CCCOc1cc(C)c(S(=O)(=O)N2CCOCC2)cc1C
  i | -31.9
Cc1ccccc1NS(=O)(=O)c1nnc(NC(=O)C(C)C)s1
  i | -25.5
Cc1cccc(C)c1NC(=O)C(=O)NCCCN1CCOCC1
  i | 7.3
CC1(C)C(=O)N(CCN2CCC(C(=O)c3ccc(F)cc3)CC2)c2ccccc21
  i | -16.5
O=C(c1ccccc1NS(=O)(=O)c1cccs1)N1CCOCC1
  i | -3.3
O=C(Cn1c(=O)cnc2ccccc21)Nc1cccc(S(=O)(=O)N2CCCCC2)c1
  · | -25.2
CC(C)CNC(=S)NC(=O)c1csc([N+](=O)[O-])c1
  i | -21.9
COc1cc(C(=O)NC2CC(C)(C)Cc3c2cnn3-c2ccccc2)cc(OC)c1OC (stereo not drawn)
  i | -22.6
CC(=O)C1=NN(c2ccccc2)C(c2cccs2)N1c1ccccc1 (stereo not drawn)
  i | -33.3
Cc1ccc(C(=O)N2CC(C(=O)O)C2)cc1
  i | -32.6
COc1ccc(CNC(=O)C2CCCN2S(=O)(=O)c2ccccc2)cc1 (stereo not drawn)
  i | -5.5
COc1cccc(/C=C2\Sc3ccc(C(=O)NCC4CCCO4)cc3N(C)C2=O)c1 (stereo not drawn)
  i | -2.3
Cc1ccc(CSc2cc(C)[nH]c(=O)n2)cc1
  i | -16.8
CCN(CC)S(=O)(=O)c1ccc(C(=O)Nc2cccc(C)c2)cc1
  i | 20.2
COc1cc(/C=C(\C#N)C(=O)NCc2cccs2)ccc1O
  i | -13.5
Cc1cc(-c2c(C)[nH]n(-c3ccc(Cl)cc3)c2=O)n[nH]1
  i | -9.7
O=C(c1ccccc1Cl)N1CCC(c2nc3c(nnn3Cc3ccco3)c(=O)[nH]2)CC1
  i | -24.5
O=c1cc(-c2ccc([N+](=O)[O-])cc2)nc2cc(-c3ccc(Cl)cc3)[nH]n12
  i | -10.9
Cc1ccc2c(C)nc(Nc3nc(CSc4nc5ccccc5[nH]4)cc(=O)[nH]3)nc2c1
  i | -16.0
S=c1[nH]nc(-c2ccco2)n1-c1ccccc1Cl
  i | -16.7
O=C(Cc1csc(-c2ccccc2)n1)NCc1cccs1
  i | -12.7
Cc1ccc(S(=O)(=O)/N=C(\CN2CCCCC2)N2CCOCC2)cc1
  i | -15.0
COc1ccc(OC)c(S(=O)(=O)N2CCC(NC(=O)c3ccccc3)CC2)c1
  i | -14.7
CSCCC(C(=O)NC1=NCCS1)N1C(=O)c2ccccc2C1=O (stereo not drawn)
  i | -23.1
O=C(Cc1coc2ccc3ccccc3c12)N1CCN(c2ncccn2)CC1
  i | -29.0
COc1ccc(OC)c(C(=O)CSc2nnc(Cc3cccs3)n2C)c1
  i | -12.8
C=CCc1cc(C)ccc1OCCn1ccnc1
  i | -14.4
O=C(NC1C(=O)NNC1c1ccccc1)c1ccc(F)cc1 (stereo not drawn)
  i | -23.2
O=C(CN1C(=O)c2ccccc2C1=O)NNC1=NS(=O)(=O)c2ccccc21
  i | 3.9
CC(NC=O)c1nc2ccccc2n1CCc1ccccc1 (stereo not drawn)
  i | -10.9
Cc1ccc(N=Nc2c(C)[nH][nH]c2=O)c(C)c1
  i | -18.1
CC1(C)C(=O)Nc2ccccc2N1C(=O)COC(=O)Cc1c(F)cccc1Cl
  i | -18.0
COc1cc(NCc2ccccc2)c2ncn(Cc3ccccc3)c2c1
  · | -11.3
COc1ccc(-c2c3c(nc4sc(C(=O)Nc5cc(C)on5)c(N)c24)CCC3)cc1
  i | 5.0
Cc1c(CCC(=O)O)c(=O)n2c([nH]c3ccccc32)c1C#N
  i | -3.6
COc1ccccc1N1CCN(C(=O)c2ccccc2N(C)S(=O)(=O)c2ccc(C)cc2)CC1
  i | -30.7
N#Cc1ccc(OCc2ccc(C(=O)O)o2)cc1
  i | -3.1
CCOC(=O)c1nc2sc(C)c(C)c2c(=O)[nH]1
  i | -3.1
Cc1occc1C(=O)N/N=C/c1ccc(Br)s1
  i | -24.8
COc1cc2c(cc1NC(=O)CSc1ccccn1)oc1ccccc12
  i | -11.1
Cc1noc(C)c1C(=O)NC(C)c1ccc2c(c1)OCO2 (stereo not drawn)
  i | -4.2
Cc1ccc(C(=O)Nc2ccc(N3CCN(C(=O)c4ccco4)CC3)cc2)cc1
  i | -26.4
CCCc1cc(C(=O)NC2CCCC2)no1
  i | 0.8

# Further compounds follow:
# Order of values: CHT PAM | OX1R antagonist
COc1ccc(Nc2cc(C)c3cc([N+](=O)[O-])ccc3n2)cc1
  i | -26.1
CCCCNC(=S)NNC(=O)c1cc(C2CC2)nc2ccccc12
  i | ·
CCOC(=O)c1c(NC(=O)Cn2cnc([N+](=O)[O-])n2)sc(C)c1C
  i | -21.2
CC(C)OP(=O)(OC(C)C)C(O)c1cccc([N+](=O)[O-])c1 (stereo not drawn)
  i | -16.9
CSc1nc2ccc(NS(=O)(=O)c3ccc4c(c3)OCCO4)cc2s1
  i | 7.2
CCC(=O)Nc1c(-c2ccc(Cl)cc2)c(=O)c2ccccc2n1C
  i | ·
COc1ccc(S(=O)(=O)NCC(c2cccs2)N2CCc3ccccc3C2)cc1 (stereo not drawn)
  i | -27.0
O=C(CN1C(=O)C2CCCCC2C1=O)Nc1cccc(C(F)(F)F)c1 (stereo not drawn)
  · | 1.3
COc1cc(/C=C(\C#N)c2nc3ccccc3[nH]2)cc(Br)c1OCc1ccccc1
  i | -10.7
Cc1ccc(-c2cccc([C@H]3[C@@H]4C=CC[C@@H](C)[C@@H]4C(=O)N3Cc3ccccc3)c2)cc1
  · | -20.4
COc1cc(/C=N\NC(=O)C2COc3ccccc3O2)cc(OC)c1O (stereo not drawn)
  i | -10.1
Cc1ccc(NC(=O)CSCC(=O)Nc2nnc(C)s2)cc1
  i | -10.1
O=C(C1=C[C@H](c2ccc(C(F)(F)F)cc2)C[C@H](OCCCCO)O1)N1CCN(Cc2ccc3c(c2)OCO3)CC1
  i | -19.8
c1ccc2c(c1)NC1(CCCCCC1)n1c-2nc2ccccc21
  i | -2.1
CNC(=S)Nc1cc(Cl)ccc1Oc1ccccc1
  i | -6.0
CNC(=O)c1c(NC(=O)CCS(=O)(=O)c2ccccc2)sc(C)c1C
  i | -8.6
COc1ccc(C(=O)NCC2COc3ccccc3O2)cc1S(=O)(=O)N1CCOCC1 (stereo not drawn)
  · | -16.9
CC(=O)Nc1ccc(S(=O)(=O)N(C)CC(=O)OC(C)C(=O)N(C)Cc2ccccc2)cc1 (stereo not drawn)
  i | -6.5
CCn1c(NC(=O)c2ccc(F)cc2)c2ccccc2nc1=O
  i | -22.2
O=C(CCc1nnc2ccc(NCc3ccco3)nn12)Nc1ccc(F)cc1
  i | -4.8
CCOC(=O)C1CCCN(C(=O)CCCn2nnnc2CN2CCC(C)CC2)C1 (stereo not drawn)
  i | -11.2
COc1ccc2c(CC(=O)OCc3nc4ccsc4c(=O)[nH]3)coc2c1
  · | -11.4
Cc1csc(NC(=O)/C=C/c2ccc(C)o2)n1
  i | -23.3
Cc1nc2c3cc(F)ccc3n(Cc3ccccc3F)c2s1
  i | -22.1
COCCCNC(=O)Cn1c(=O)n(Cc2ccc(F)cc2)c(=O)c2sccc21
  i | -11.8
COc1ccc(/C=N/NC(=O)COc2cc(C)cc(C)c2)cc1COC(C)=O
  i | -28.6
Cc1cc(C)n(-c2ccc(C(=O)OCC(=O)c3c(N)n(C)c(=O)n(C)c3=O)cc2)n1
  i | -17.1
Cc1ccccc1N(CC(=O)NC1CCCCC1)C(=O)CNC(=O)c1cccs1
  i | -30.1
CCC(=O)N1CCN=C1SCc1ccccc1
  i | -14.1
Cc1ccc(NC(=O)c2ccc3ccccc3n2)cc1S(=O)(=O)N1CCOCC1
  i | -20.4

# 2 compounds picked at random from the list so far, as already listed:
# Order of values: CHT PAM | OX1R antagonist
COc1ccc(OC)c(Nc2ncnc3sccc23)c1
  i | -23.1
COc1cc2c(cc1NC(=O)CSc1ccccn1)oc1ccccc12
  i | -11.1

# Additional results follow.
# Order of values: CHT PAM | OX1R antagonist
COc1cc(-c2nc3ccccc3c(=O)n2N)cc(OC)c1OC
  i | -30.9
CN(CC(=O)Nc1ccc(Cl)c(Cl)c1)C(=O)CNC(=O)Cc1ccccc1
  · | -16.5
Cc1cccc(-c2cc3nc4c(c(NCc5ccco5)n3n2)CCCC4)c1
  i | 3.8
CCN(C(=O)COC(=O)c1ccc(N2C(=O)c3ccccc3C2=O)cc1)C1CCS(=O)(=O)C1 (stereo not drawn)
  i | -16.9
CCC(c1nnc(SCC(=O)Nc2ccc(Cl)cc2C(F)(F)F)n1C1CCCCC1)N(C)C (stereo not drawn)
  i | -21.8
CCC(C)C(NC=C1C(=O)OC(C)(C)OC1=O)C(=O)O (stereo not drawn)
  i | -5.5
CC(C)CCN1CCN(Cc2ccc(C#CC(C)(C)O)s2)CC1CCO (stereo not drawn)
  i | -4.7
CCOc1cc(CNCCO)c(Cl)cc1OCC(=O)NCCc1ccccc1
  i | -23.5
CC(=O)c1cnc2cc(-c3ccccc3)nn2c1C
  i | 12.8
Cc1ccc(Cl)cc1NC(=O)c1cc2ccccc2cc1O
  i | 46.2*
COc1ccccc1OCc1nnc(SCC(N)=O)n1-c1ccccc1
  i | -13.1
Cc1cccc(Oc2coc3cc(OC(=O)c4cccs4)ccc3c2=O)c1
  i | -14.4
CCC(C(=O)NC1CCCC1)N(C(=O)Cn1nnc(-c2cccs2)n1)c1cnc2ccccc2c1 (stereo not drawn)
  i | -10.4
O=C(c1ccc2c(c1)OCO2)N1CCc2ccccc2C1
  i | -6.2
O=C(c1c(Cl)nc2sccn12)N1CCCc2ccccc21
  i | -13.9
CCC(C)NCCOCCOc1ccc(Br)cc1C (stereo not drawn)
  i | -31.0
O=C(COCc1cc(-c2ccc3c(c2)OCO3)on1)Nc1cccnc1Cl
  i | -24.4
COc1ccc(Cn2nnnc2CN(CCCN2CCOCC2)Cc2cc3cc(OC)ccc3[nH]c2=O)cc1
  i | -24.9
CC1CCN(CCNC(=O)c2ccc(NC(=O)C3CCCO3)cc2)CC1 (stereo not drawn)
  i | -9.4
O=C(CSC(=S)N1CCCC1)Nc1ccc(Br)cc1Cl
  i | -20.5
O=c1[nH]c2ccc(Cl)cc2c(-c2ccccc2)c1SC(=S)N1CCOCC1
  i | 25.4
Cc1cc(C)n2cc(CSC3=NCCS3)nc2n1
  i | -14.7
O=C(c1ccccc1Cc1ccccc1)N1CCN(S(=O)(=O)c2ccc(F)cc2)CC1
  i | -21.8
COc1ccccc1NC(=O)CSc1nnc(CC(=O)Nc2ccccc2)n1C
  i | -19.8
CC(=O)Nc1ccc(-c2nnc(SCc3ccc(C)cc3)n2C)cc1
  i | -24.3
CCOc1ccc(CCNC(=O)CCc2nnc3ccc(N4CCCCC4)nn23)cc1OCC
  i | -36.2
COc1ccc(CSc2nnc(CNS(C)(=O)=O)o2)cc1
  i | -1.2
CCN(Cc1nc(-c2ccccc2)no1)C(=O)COc1cccc(OC)c1
  i | -2.3
CC(CC(=O)Nc1cccc(Cl)c1)c1ccccc1 (stereo not drawn)
  i | -21.7
Cc1ccc(NC(=O)C(c2ccccc2)c2ccccc2)nc1
  i | -29.1
Cc1cc(-c2nn(C)c(=O)c3ccccc23)ccc1CNC(=O)NC1CCCCC1
  i | -47.8
O=C(COC(=O)C1CC2CCCC(C1)C2=O)NC1CCCCC1 (stereo not drawn)
  · | -8.6
CC(=O)Nc1ccc(NS(C)(=O)=O)cc1
  i | -4.3
N/C(=N/O)c1nc(N2CCCC2)nc(N(c2ccccc2)c2ccccc2)n1
  i | -22.3
COc1cc(-c2nc3ccccn3c2/N=C/c2ccc(F)cc2)ccc1O
  i | -9.0
O=C(NCCCn1ccnc1)c1cc2nc(-c3ccc(Br)cc3)cc(C(F)(F)F)n2n1
  i | -44.1
CCC(=O)NNc1nc2c(F)cc(F)cc2s1
  i | -8.0
CCCCNC(=O)CCC(=O)Nc1ccc2nc(N3CCN(C)CC3)cc(C)c2c1
  i | 4.0
CCOC(=O)C1(CCCc2ccccc2)CCN(Cc2nccn2CC)CC1
  i | -18.7
O=C(C(Sc1ccccc1)c1ccc(Br)cc1)N1CCOCC1 (stereo not drawn)
  i | -2.7
O=C(NCCCN1CCCC1=O)c1ccc(S(=O)(=O)Nc2ccccc2)cc1
  i | -8.1
